PAX8 reporter – PAX8 transcriptional activity inhibition | AID 652154 | inhibition, % at 12.6 µM | 360,000 tested, 1.2% active | RMG-I TPO-luciferase reporter, SteadyGlo, 24 h;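 active = mean replicate inhibition at least 60% with every replicate also reaching 60%; inconclusive = only one of the two criteria is met; inactive = mean below 60% and not all replicates reaching 60%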;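 note: luciferase light reporting Pax8 driven TPO promoter activity; plate controls were median of neutral control wells for no effect and mitoxantrone controls for full effect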
INS-1E GSIS act – GLuc luminescence reporter in INS-1E cells, primary screen for activators of glucose-dependent secretion of insulin; INS-1E GLuc reporter insulin secretion, 2-3 h; activation, % at 16.6 µM; 370,000 tested, 0.61% active;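 active = lowest replicate activation of at least 40%, so every replicate reaches that level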;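 note: 0% = median of neutral control wells and 100% = median of IBMX positive control wells; some compounds called inactive have numbers as strong as hits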
DENV2 CPE – protects cells from dengue virus 2 cytopathic effect; DENV2-infected cells, cytopathic effect rescue, plate reader; CPE inhibition, % at 9.99 µM; 350,000 tested, 1.7% active; in the data active = CPE inhibition above about 20%, passing the limit was not always enough; inconclusive = no clear call, values can overlap the other calls; tested in BHK-21 cells;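 note: 0% = median of neutral control wells and 100% = median of positive control wells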
Xi reactivation – reactivates the inactive X chromosome in mouse fibroblasts; 360,000 tested, 0.055% active; XiGFP mouse fibroblasts, % GFP-positive cells imaging, 3 d; cells co-treated with 5-aza-dC sensitizer; scaled so ellipticine positive control = 100%; activation, % at 7.58 µM;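 active = mean normalized replicate activation at least 10% and every replicate at or above 10%; inconclusive = only one of the two criteria met; inactive = mean below 10% and not all replicates reach 10%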;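 note: 0% = median of on-plate neutral control wells and 100% = ellipticine 6 µM median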
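Assay system: SV40-immortalized XiGFP fibroblast cells, line 68-5-11; buffer or medium: DMEM plus 5-aza-dC sensitizer; compound: one concentration, pinned; timing: compounds 3 days, fix/stain 15 min at room temperature; benchmarks: positive control ellipticine, 6 µM final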
ERp5 block – inhibitors of human ERp5. ERp5 insulin aggregation, absorbance 650 nm, 90 min. AID 651711. Q15084. inhibition, % at 9.99 µM. 350,000 tested, 0.05% active;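 active = mean replicate inhibition above about 25%, with every replicate also reaching it, limit read from the data, passing the limit was not always enough; inconclusive = only one of those two criteria met; inactive = neither criterion met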
Target sequence (Q15084 whole entry, looked up): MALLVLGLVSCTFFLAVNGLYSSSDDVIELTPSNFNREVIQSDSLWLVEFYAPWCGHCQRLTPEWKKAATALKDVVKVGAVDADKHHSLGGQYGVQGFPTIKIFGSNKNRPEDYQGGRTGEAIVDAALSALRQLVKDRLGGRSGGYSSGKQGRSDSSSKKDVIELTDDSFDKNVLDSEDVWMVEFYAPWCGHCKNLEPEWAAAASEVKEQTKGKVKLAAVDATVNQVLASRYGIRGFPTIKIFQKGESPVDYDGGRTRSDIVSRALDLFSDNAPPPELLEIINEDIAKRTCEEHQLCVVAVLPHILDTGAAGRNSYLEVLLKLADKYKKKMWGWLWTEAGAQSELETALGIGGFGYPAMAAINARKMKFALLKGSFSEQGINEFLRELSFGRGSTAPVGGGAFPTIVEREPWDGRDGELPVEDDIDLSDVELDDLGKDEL
ARNT-TACC3 inh – disrupts binding between human ARNT and TACC3. Q9Y6A5. AlphaScreen His-ARNT PAS-B/GST-TACC3 binding, luminescence; TACC3 fragment carries E629A point mutation. inhibition, % at 9.99 µM. 390,000 tested, 0.66% active. AID 623870;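 active = mean inhibition of replicates at least 50% and at least half of replicates each reaching 50%; inconclusive = half or more replicates reach 50% but mean below 50%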;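 note: 0% = complete ARNT plus TACC3 wells and 100% = ARNT alone without TACC3; many hits fall short of the cut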
EWS-Fli inh – inhibitors of EWS/Fli oncoprotein transcriptional activity. AID 651661. 350,000 tested, 0.67% active. A673 NR0B1-luciferase reporter, viability-normalised. inhibition, % at 12.6 µM;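 active = mean inhibition of at least 50% after viability correction, with every replicate also passing that limit; inconclusive = mean reaches 50% but only one of two replicates passes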;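 note: firefly luciferase signal divided by Alamar Blue viability fluorescence both relative to DMSO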
CFTR F508del cor – CFTR F508del correction in bronchial cells; CFBE cells, YFP halide quenching; stimulated with forskolin plus potentiator P3; % fluorescence drop versus neutral controls; activity (quench increase), % at 7.58 µM; 350,000 tested, 0.36% active;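 active = mean added fluorescence quench of at least 8% versus neutral control, with both replicates also reaching 8%; inconclusive = only one of the mean or replicate conditions met; inactive = mean below 8% and not both replicates reaching 8%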;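 note: cells transiently co-express mutant CFTR-F508del with the halide-sensitive YFP; corrector assay measuring rescue of mutant channel to the surface after 24 h compound exposure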
Numbers without * were called inactive; ? = inconclusive; / = not tested or not shown; & = joins results of further samples. Rows were taken by chance; 4.2% or so of the library scored in one or more.

molecule	EWS-Fli inh	CFTR F508del cor	PAX8 reporter	Xi reactivation	ARNT-TACC3 inh	INS-1E GSIS act	ERp5 block	DENV2 CPE
C[C@H](CO)N1C[C@H](C)[C@@H](CN(C)C(=O)Nc2cccc3ccccc23)Oc2c(NC(=O)Nc3cccc4ccccc34)cccc2C1=O	20.6	2.1	/	0.1	3.1	-5.1	13.5	-2.2
O=C(Nc1cccc(Cl)c1)c1nc[nH]c1C(=O)NCCCNC(=O)c1[nH]cnc1C(=O)Nc1cccc(Cl)c1	-0.8	0.6	5.5	0.0	/	4.2	0.6	/
O=[N+]([O-])c1c(Nc2ccccc2O)cc(N2CCOCC2)c2nonc12	9.9	2.7	22.2	0.5	-2.0	35.3	-1.3	0.6
CC12CCCCC1C(C(N)=O)C(=O)O2 (stereo not drawn)	-13.4	-2.3	-16.0	0.0	-10.2	/	6.8	-9.9
Cn1c(=O)c2cc(NC(=O)NCCc3ccccc3)ccc2n1Cc1cccc(C(F)(F)F)c1	0.7	-4.2	-9.4	-0.2	/	/	-6.2	4.3
O=C(N[C@H]1CC[C@@H](CCNS(=O)(=O)c2ccc(F)cc2)O[C@@H]1CO)c1cnccn1	-9.1	-2.2	-7.9	0.2	0.2	12.9	5.1	19.2
CC1CCCC(NC(=O)CCCn2c(=S)[nH]c3ccccc3c2=O)C1C (stereo not drawn)	1.7	1.3	6.3	0.0	-3.0	3.5	?	17.7
COC(=O)c1ccc2nc(-c3cccc(Cl)c3)c(Cc3ccccc3OC)n2c1	-8.8	3.2	-19.4	0.0	/	-4.4	-2.7	0.0
C[C@H]1CN([C@@H](C)CO)C(=O)CCCn2cc(nn2)CO[C@@H]1CN(C)C(=O)c1ccc2ccn(C)c2c1	1.7&-1.4	0.2&-1.9	2.4&-30.2	-0.6&0.0	4.5	-3.7&15.3	-0.7&-4.6	2.2&-2.9
O=C(Nc1ccc2c(c1)OCO2)N[C@@H]1CC[C@H](CCNC(=O)C2CCC2)O[C@@H]1CO	-3.9	2.0	5.6	-0.5	5.2	16.3	5.3	32.3*
O=C(CN1C(=O)COc2ccc(S(=O)(=O)N3CCOCC3)cc21)Nc1cccc(Cl)c1	/	1.6	12.8	0.0	-0.8	-18.1	1.6	4.4
CN(C(=O)CSc1nc2ccc(Cl)cc2[nH]1)C1CCS(=O)(=O)C1 (stereo not drawn)	0.5	3.2	30.4	0.0	24.3	8.4	-14.3	17.0
COc1cc(NC(=O)COC(=O)/C=C/c2ccc(OC)c(OC)c2)cc(OC)c1	1.3	-3.6	0.3	0.0	-0.9	3.0	7.8	/
COc1ccc2sc(N(CCCN(C)C)C(=O)c3nc4ccccc4s3)nc2c1	-32.6	0.2	-19.5	0.1	-2.9	-3.4	3.8	3.9
N#Cc1ccc(OCC(=O)NCCCN2CCCC2=O)cc1	-11.7	-2.3	2.5	0.2	/	16.8	4.6	0.4
CSc1ccccc1C(=O)NC1CCSc2ccccc21 (stereo not drawn)	-8.1	0.1	17.3	0.0	16.7	10.7	0.5	-2.5
CC(=O)N1CC(=O)N2[C@H](C1)[C@@H](c1ccc(C#Cc3cccnc3)cc1)[C@@H]2CO	/	-2.4	/	0.7	/	-1.6	4.1	0.5
C[C@@H]1CN([C@H](C)CO)C(=O)c2cc(NS(C)(=O)=O)ccc2O[C@@H]1CN(C)Cc1ccc(C(=O)Nc2ccccc2N)cc1	27.4	-0.5	/	-0.8	-5.4	4.0	3.3	-0.9
C=CCNC(=S)Nc1cccc(NC(=S)NCC=C)c1	-1.1	-0.4	36.6	0.0	-2.6	5.8	2.9	/
COCCNC(=O)c1c(NC(=O)c2nc(SC)ncc2Cl)sc2c1CCCC2	10.4	1.8	/	/	-0.7	3.9	-1.1	-3.2
CCC1(C)COC(C)(CC(=O)NNC(=O)Nc2ccccc2)OC1 (stereo not drawn)	4.0	-1.0	5.3	0.0	-1.9	/	5.7	?
COc1ccccc1NS(=O)(=O)c1cc(NC(=O)CN2C(=O)NC3(CCCCC3)C2=O)ccc1C	-12.9	-3.9	18.0	-0.1	4.1	-4.8	-4.8	-3.3
Cc1ccc(S(=O)(=O)c2nc(-c3ccc(F)cc3)oc2N2CCOCC2)cc1	4.3	2.4	-5.7	0.1	-6.0	3.4	1.9	-1.1
O=c1cccccc1NN=C1CCCCC1	-30.8	-1.7	-52.3	0.0	-2.0	3.6	2.3	3.1
O=C([C@@H]1[C@@H](CO)[C@@H]2Cn3c(ccc(-c4cncnc4)c3=O)[C@@H]2N1C(=O)C1CCC1)N1CCCCC1	-7.5	-0.3	17.9	0.3	/	3.1	/	-0.1
O=C(CNC(=O)C1CCCCC1)NC1CCCCC1	-1.3	-2.2	-40.7	0.0	-4.4	-6.7	-4.6	-3.7
Cc1cccn2cc(CCNS(=O)(=O)c3ccc4c(c3)OCCO4)nc12	8.5	1.8	-15.5	0.0	-2.3	41.0	-9.7	9.9
Cc1noc(C)c1NC(=O)Nc1ccc2c(c1)C(=O)N(C)[C@H]1CC[C@H](CC(=O)N[C@H]3CCN(Cc4ccccc4)C3)O[C@H]1CO2	-9.8	1.3	-35.2	0.0	7.2	1.4	?	0.1
Cc1ccc(C(CC(=O)c2ccc(Cl)cc2)C(=O)O)cc1 (stereo not drawn)	14.0	2.7	0.3	0.0	/	7.6	0.5	5.7
CCOc1ccc(CCNC(=O)c2cnc(C)cn2)cc1OCC	-11.7	1.9	5.9	0.3	-2.2	32.5	-6.1	-3.1

Of the compounds above, these contain fluorine:
molecule	EWS-Fli inh	CFTR F508del cor	PAX8 reporter	Xi reactivation	ARNT-TACC3 inh	INS-1E GSIS act	ERp5 block	DENV2 CPE
Cn1c(=O)c2cc(NC(=O)NCCc3ccccc3)ccc2n1Cc1cccc(C(F)(F)F)c1	0.7	-4.2	-9.4	-0.2	/	/	-6.2	4.3
O=C(N[C@H]1CC[C@@H](CCNS(=O)(=O)c2ccc(F)cc2)O[C@@H]1CO)c1cnccn1	-9.1	-2.2	-7.9	0.2	0.2	12.9	5.1	19.2
Cc1ccc(S(=O)(=O)c2nc(-c3ccc(F)cc3)oc2N2CCOCC2)cc1	4.3	2.4	-5.7	0.1	-6.0	3.4	1.9	-1.1

Additional results follow.
molecule	EWS-Fli inh	CFTR F508del cor	PAX8 reporter	Xi reactivation	ARNT-TACC3 inh	INS-1E GSIS act	ERp5 block	DENV2 CPE
CO[C@@H]1CN(C)C(=O)c2ccc(NC(=O)c3ccccc3)cc2OC[C@@H](C)N(C(=O)C2CC2)C[C@H]1C	-12.1	1.9	/	0.3	/	9.4	-1.9	25.5*
CN(C)C=NC(=O)c1cc(C(=O)c2ccccc2)c[nH]1	-7.5	2.0	17.8	0.0	-5.5	12.0	-6.9	6.5
COc1ccc(CCn2c(=N)c(S(=O)(=O)c3ccccc3)cc3c(=O)n4ccccc4nc32)cc1	/	-1.9	-6.8	0.1	-4.3	48.9	-9.7	-5.3
O=C(CC1C(=O)NCCN1CC1CCCCC1)NCCCN1CCOCC1 (stereo not drawn)	2.0	4.1	6.2	0.0	6.7	18.4	-10.7	0.8
CC(C)(C)c1[nH]nc2c1C(c1cccnc1)C(C#N)=C(N)O2 (stereo not drawn)	2.0	1.2	/	/	1.4	7.6	1.6	-5.8
CC(C)NC(=O)N(C)C[C@@H]1OCCCC[C@@H](C)Oc2ccc(NC(=O)CCC(F)(F)F)cc2C(=O)N([C@@H](C)CO)C[C@@H]1C	/	-3.1	-3.3	0.0	-12.2	24.5	2.9	-2.9
COc1ccc(S(=O)(=O)N(C)C[C@@H]2OCCCC[C@@H](C)Oc3ccc(NS(=O)(=O)c4ccc(C)cc4)cc3C(=O)N([C@H](C)CO)C[C@@H]2C)cc1	-1.3	2.7	-12.7	0.0	-10.2	-4.5	-4.1	?
COc1cc(C=CC(=O)N2CCN(CC(=O)N3CCCC3)CC2)cc(OC)c1OC	-1.8	-0.9	-1.4	0.1	/	39.4	-3.1	3.2
COc1ccccc1CN1CC2(C1)[C@H](c1ccccc1)[C@H](CO)N2Cc1ccccc1	-4.0	1.3	/	0.0	/	10.3	0.3	-11.1
Cc1snc2sc(C(=O)c3ccc(F)cc3)c(N)c12	-34.3	-0.6	-38.3	/	-0.5	-6.9	9.9	-6.7
CC(C)C(=O)Nc1cccc(NC(=S)NC(=O)c2ccc3c(c2)OCO3)c1	/	1.6	-163.5	-0.2	/	2.9	1.7	3.2
C/C=C/c1cnc2c(c1)C(=O)N([C@H](C)CO)C[C@@H](C)[C@@H](CN(C)Cc1cncnc1)O2	1.8	0.4	/	-0.4	-5.1	-5.9	0.1	-1.3
COc1ccc(CNC(=O)C2CC(c3ccccc3C(F)(F)F)=NO2)cc1 (stereo not drawn)	-6.5	2.7	-13.8	0.0	-2.8	-6.8	3.6	9.2
Cc1c(CC(=O)NCC(=O)O)c(=O)oc2cc3oc4c(c3cc12)CCCC4	-6.5	-2.0	-7.7	0.2	1.8	9.6	5.1	1.9
CCOC(=O)c1ccccc1NC(=O)CSC(C)C(=O)Nc1cc(C)on1 (stereo not drawn)	0.8	-1.6	-20.4	0.3	-2.1	16.9	4.5	5.9
O=C(Cc1ccc(Br)cc1)NCCc1ccccc1	-9.5	-3.0	-27.0	0.7	-5.9	-21.3	2.4	6.0
COCC1CCN(C(=O)c2ccc(OC3CCN(Cc4ccccn4)CC3)cc2)C1 (stereo not drawn)	-8.5	-0.2	/	0.0	-2.1	/	-5.2	-2.0
COc1ccccc1C(=O)NC(CCSC)C(=O)NCc1ccccn1 (stereo not drawn)	3.9	-1.1	5.7	-0.1	1.6	-9.2	-9.2	-4.8

Copied from the list:
Reading for CO[C@@H]1CN(C)C(=O)c2ccc(NC(=O)c3ccccc3)cc2OC[C@@H](C)N(C(=O)C2CC2)C[C@H]1C in INS-1E GSIS act: 9.4
Reading for COc1ccc(CNC(=O)C2CC(c3ccccc3C(F)(F)F)=NO2)cc1 (stereo not drawn) in PAX8 reporter: -13.8

From PubChem BioAssay
